# CHX counter – Cycloheximide Counterscreen for Small Molecule Inhibitors of Shiga Toxin | cell reporter, cycloheximide protein synthesis inhibition counterscreen | 300,000 compounds, 12% hits | max response, % | AID 2314, 2010; in the data active = max response mostly above about 13%, no sharp cut-off; inactive = mostly below about 14%; note: read at 38.3 µM for the half of the compounds with a filed dose; 0% is about no effect
# Shiga inhibitor – A qHTS for Small Molecule Inhibitors of Shiga Toxin; AID 2315, 2010; Vero cells, Shiga toxin protein synthesis inhibition reporter; inhibition, % at 38.7 µM; 290,000 compounds, 9.2% hits; in the data active = inhibition mostly above about 28%, no sharp cut-off; inactive = mostly below about 43%; note: 0% is about no effect
# HCMV inh – qHTS Assay for inhibitors of the human cytomegalovirus (HCMV). HFF cells, HCMV-luciferase reporter, 72 h; hits give low values. activity change, negative = inhibition, % at 57.5 µM. 410,000 compounds, 4.5% hits. AID 1259415, 2018; in the data active = activity change below about -60%; inconclusive = no clear call, values can overlap the other calls; inactive = above about -39%; note: % is set by controls: 0 for no effect and ±100 for the full control effect
#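 Screen run at 2 compound doses on HFFs infected with reporter HCMV, MOI 1 PFU/cell. Luciferase activity from cell lysates at 72 h post infection gave inhibition relative to buffer-only and Salinomycin wells.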
# AmpC inh no detg – qHTS Inhibitors of AmpC Beta-Lactamase (assay without detergent); P00811; AmpC nitrocefin hydrolysis, absorbance 480 nm, 0.0001% Triton; Potency, µM (highest dose often 57.1 µM), for inactives: top-dose activity change, negative = inhibition, usual class: inhibitors; 330,000 compounds, 0.52% hits;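 note: potency is the fitted concentration of half-maximal effect; plate controls were no compound for no effect and no enzyme for full effect; nearly all actives have a fitted effect of over 20% in size; some results filed as inactive show a strong effect at the top dose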
# Target sequence (P00811 whole entry, looked up): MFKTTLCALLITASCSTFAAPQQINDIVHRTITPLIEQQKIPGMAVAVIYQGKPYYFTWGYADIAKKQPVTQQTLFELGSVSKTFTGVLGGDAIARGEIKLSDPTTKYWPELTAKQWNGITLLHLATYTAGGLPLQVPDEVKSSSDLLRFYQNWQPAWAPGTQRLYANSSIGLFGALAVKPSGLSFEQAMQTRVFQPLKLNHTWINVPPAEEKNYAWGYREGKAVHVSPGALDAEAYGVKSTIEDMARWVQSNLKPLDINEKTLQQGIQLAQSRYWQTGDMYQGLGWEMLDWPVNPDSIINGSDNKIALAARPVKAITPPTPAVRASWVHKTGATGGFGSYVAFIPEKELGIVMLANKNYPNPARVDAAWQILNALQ
#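 AmpC (5.3 nM in the dispensed reagent) in 20 mM phosphate pH 7.0 with 0.01% (detergent screen) or 0.0001% Triton X-100 was preincubated with compounds for 15 min at room temperature. Nitrocefin was then added from an 800 uM solution, and hydrolysis was followed at 480 nm.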
# FBPA Giardia inh – qHTS Assay for Inhibitors of Fructose-1,6-bisphosphate Aldolase from Giardia Lamblia. A8B2U2. purified Giardia FBPA. Potency, µM (titrated, usually from 59.6 µM), inactives show top-dose activity, negative = inhibition, usual class: inhibitors. 290,000 compounds, 0.71% hits; note: potency is the fitted concentration of half-maximal effect; % is set by controls: 0 for no effect and ±100 for the full control effect; nearly all actives have a fitted effect of over 55% in size
# Target sequence (A8B2U2 whole entry, looked up): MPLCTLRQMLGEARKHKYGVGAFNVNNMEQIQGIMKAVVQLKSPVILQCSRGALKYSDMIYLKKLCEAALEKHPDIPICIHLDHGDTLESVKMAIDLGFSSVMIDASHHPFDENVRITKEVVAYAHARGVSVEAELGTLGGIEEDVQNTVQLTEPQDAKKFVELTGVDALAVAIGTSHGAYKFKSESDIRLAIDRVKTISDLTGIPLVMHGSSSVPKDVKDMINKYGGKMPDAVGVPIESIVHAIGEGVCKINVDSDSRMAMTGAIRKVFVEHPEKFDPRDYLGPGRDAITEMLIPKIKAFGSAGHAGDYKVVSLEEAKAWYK
#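 40 nM FBPA preincubated 10 min at RT with compound (up to 57.5 uM final), then substrate plus GAPDH/TPI/NAD/arsenate coupling and diaphorase/resazurin added. Fluorescence read after 20 min at RT, 525/598 nm.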
# AMA1-RON2 inh – qHTS for Inhibitors of AMA1-RON; Towards Development of Antimalarial Drug Lead: Primary Screen; 360,000 compounds, 0.2% hits; AlphaScreen AMA1-biotinylated RON2 peptide binding; Plasmodium falciparum AMA1 (3D7) - RON2 peptide interaction; Potency, µM (series often up to 58.2 µM), inactives show at the top dose activity change, negative = inhibition, most hits filed as inhibitors;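 note: potency is the fitted concentration of half-maximal effect; 0% = vehicle wells and -100% = peptide control; nearly all actives have a fitted effect of over 45% in size; some results filed as inactive show a strong effect at the top dose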
#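 AMA1 (3D7) with his tag at 25 nM final met compounds first, then biotinylated RON2 peptide at 25 nM; detection used donor plus acceptor beads, 10 µg/mL apiece, read by AlphaScreen after 30 min at room temperature.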
# AmpC inh detg – qHTS Inhibitors of AmpC Beta-Lactamase (assay with detergent); Potency, µM (highest dose often 114 µM), for the others: at the top dose activity change, negative = inhibition, actives largely listed as inhibitors; AmpC hydrolysis of nitrocefin, absorbance 480 nm, 0.01% Triton; 370,000 compounds, 0.041% hits; P00811;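 note: potency is the fitted concentration of half-maximal effect; 0% = no-compound wells and -100% = no-enzyme wells; nearly all actives have a fitted effect of over 25% in size; some results filed as inactive show a strong effect at the top dose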
#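 AmpC (5.3 nM in the dispensed reagent) in 20 mM phosphate pH 7.0 with 0.01% (detergent screen) or 0.0001% Triton X-100 was preincubated with compounds for 15 min at room temperature. Nitrocefin was then added from an 800 uM solution, and hydrolysis was followed at 480 nm.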
# Active calls of the source: *; ? = inconclusive; . = no result given; [ ] = dose if it differs, or a comment. Unless noted, calls come from the whole dose curve; as a rule, active = well fitted curve in the direction sought with a large enough effect; inconclusive = small, poorly fitted or top-dose-only effect, or another doubt; inactive = no such curve, though single readings can be large; an effect the other way counts as inactive or inconclusive.
SMILES,CHX counter,Shiga inhibitor,HCMV inh,AmpC inh no detg,FBPA Giardia inh,AMA1-RON2 inh,AmpC inh detg
CCN(c1ccccc1)S(=O)(=O)c1cc(NC(=O)C2CC2)ccc1Cl,.,.,-34,-33%,.,-1%,.
COc1ccc(CCNC(=O)c2cc(S(=O)(=O)N3CCOCC3)ccc2F)cc1,.,.,-10,-16%,.,-13%,6%
CCCCCCCCCCCCCCCCSCC(COC)COP(=O)([O-])OCC[N+](C)(C)C (stereo not given),15,-12,.,.,5%,.,.
C=CCn1c(O)c(C2=c3ccccc3=NC2=O)sc1=Nc1ccc(O)cc1,-6,-7,-35,-36%,1%,?,14%
CCOC(=O)c1c(NC(=O)/C=C/c2ccc3c(c2)OCO3)sc(C)c1CC,-3,-14,-5,-27%,0%,7%,-11%
CC(=O)c1ccccn1,.,.,26,4%,.,15%,?
COc1cccc(C2=NOC(C(=O)Nc3cc(C)on3)C2)c1 (stereo not given),3,-3,-102*,1%,9%,5%,-6%
Cc1ccc(C)c(N(CC(=O)NC2CCCC2)C(=O)CCCC(=O)Nc2ccccn2)c1,-5,-10,41,57%,1%,-3%,-18%
C=C[C@H](Cc1ccccc1)N(Cc1ccccc1)S(=O)(=O)N(Cc1ccccc1)[C@H](C=C)Cc1ccccc1,.,.,-86*,0%,.,3%,.
COc1ccc(-c2ccc3nnc(SCC(=O)N4CCCC4)n3n2)cc1,.,.,-13,13%,.,-14%,?
COc1ccc(Br)cc1CN(C)C(=O)c1cnc(C)cn1,-5,-5,34,-8%,3%,-9%,-5%
O=C(Cc1sc(-c2ccccc2)nc1-c1ccccc1)Nc1ccccc1,-2,-16,-36,-30%,-4%,11%,2%
CC1CC(=O)c2cnc(Nc3ccccc3)nc2C1 (stereo not given),48*,55,89,-28%,2%,1%,-14%
NC(=O)c1ccc(Cl)c2ccccc12,6,13,-1,-11%,-7%,19%,7%
Cc1ccc(C(=O)OCC(=O)N2CCCc3ccccc32)cc1C,.,.,-25,-14%,.,4%,0%
COc1ccc(NC(=O)c2cc(S(=O)(=O)N3CCCC3)ccc2C)cn1,.,.,-7,-21%,.,3%,-7%
CCOC(=O)C1=NN(c2ccccc2)C2(S1)SC(C(C)=O)=C(C)N2c1ccccc1 (stereo not given),9,-12,?,-12%,-9%,?,0%
COc1ccc(S(=O)(=O)Nc2cccc3c2O[C@H](CN(C)C(=O)Nc2c(C)noc2C)[C@@H](C)CN([C@H](C)CO)C3=O)cc1,.,.,30,38%,.,-5%,.
Cc1ccc(C)c(-c2cc(C(=O)Nc3cccc(C(=O)O)c3)c3ccccc3n2)c1,-3,-5,-15,-25%,-9%,-1%,-3%
CC(=O)Nc1ccc(-n2cc(-c3ccccc3)[nH]c2=S)cc1,5,6,32,-40%[11.4 µM],0%,83%[activator],-12%
Cc1nn(-c2c(Cl)cc(Cl)cc2Cl)c(=O)c2ccccc12,6,9,-39,-1%,-3%,-10%,2%
CC(C)(O)CC[C@@H](O)[C@](C)(O)C1CC[C@@]2(O)C3=CC(=O)[C@]4(O)C[C@@H](O)[C@@H](O)C[C@]4(C)C3CC[C@]12C (stereo not given in full),.,.,-4,2%,.,74%[activator],3%
CC1Oc2ccccc2N(CC(=O)NCCN2CCOCC2)C1=O (stereo not given),-4,-11,.,1%,2%,7%,7%
Cc1cccnc1NC(=O)CNC(=O)COc1ccccc1,.,.,12,-15%,.,10%,-11%
Cc1ccc(-c2c(C(=O)N/N=C/c3cccc(Cl)c3)nnn2-c2nonc2N)cc1,-3,-9,-23,-59%,?,-2%,-10%
O=C(/C=C/c1ccccc1Cl)N(Cc1cccs1)C1CCS(=O)(=O)C1 (stereo not given),7,6,-8,19%,-5%,0%,1%
N#C/C(=C/c1ccc(F)cc1)c1nnc(NC(=O)c2ccccc2)s1,6,-5,9,-19%,0%,18%,-1%
COC(=O)[C@]1(Cc2ccccc2)N[C@H](CN(C)S(=O)(=O)c2ccc(OC(F)(F)F)cc2)[C@@H]2C(=O)N(Cc3ccccc3)C(=O)[C@@H]21,.,.,-5,-12%,.,0%,.
CCCNC(=O)CC(NS(=O)(=O)c1ccc(OC)cc1)c1ccco1 (stereo not given),2,-6,25,22%,3%,1%,-1%
CSc1ccccc1C(=O)OCC(=O)Nc1cccnc1Cl,.,.,44,-45%,.,-1%,.
Nc1ccc(-c2ncc(-c3ccccc3)o2)cc1,1,-6,?,4%,6%,?,10%
Cc1onc(-c2ccccc2)c1CNC(=O)Nc1ccccc1,-2,-8,12,18%,1%,7%,-7%
O=C(NCC(O)c1ccc([N+](=O)[O-])cc1)Nc1ccccc1 (stereo not given),6,20,-31,-14%,12%,-1%,-1%
CCOc1cc(CN2CCN(S(=O)(=O)Cc3ccccc3)CC2)ccc1OC,1,3,-20,77%[activator],11%,-8%,-2%
C=CCO/N=C(/CCC)C1=C(N)CC(C)(C)CC1=O,5,18,22,0%,0%,10%,3%
CCN(CC)S(=O)(=O)c1ccc2c(c1)C(=NO)c1cc(S(=O)(=O)N(CC)CC)ccc1-2,1,26,4,-51%,0%,4%,?
Cc1nc(N)[nH]c(=O)c1Oc1cccc(C(F)(F)F)c1,1,12,71,-25%,-11%,-12%,6%
O=C(NC1(Cc2ccccc2)CCN(CCc2cccs2)C1=O)c1ccccc1 (stereo not given),.,.,-38,1%,.,-6%,3%
CC(C)(C)C1N=C(c2ccc3ccccc3c2)OC1=O (stereo not given),.,.,35,-22%,.,-4%,0%
COc1ccc(-n2nc(C(=O)N3CCN(Cc4ccc5c(c4)OCO5)CC3)c3ccccc3c2=O)cc1,-3,-11,-27,-2%,-1%,6%,0%
Cc1ccc(NS(=O)(=O)c2cc(C(=O)N3CCN(C)CC3)ccc2C)cc1C,-3,-8,-10,15%,3%,0%,-6%
O=C(COc1ccc2ccccc2c1)N1CCN(C(=O)c2cccs2)CC1,-3,3,38,31%,0%,-6%,-3%
CC(=O)Nc1ccc(-c2cn3c(n2)SCC3)cc1,32*,28,74,-19%,-11%,27%,-11%
COc1ccc(C2C(C(=O)NCCCN3CCOCC3)c3ccccc3C(=O)N2c2ccc(OC)cc2)cc1 (stereo not given),1,-4,-9,165%[activator],3%,2%,0%
COc1ccc(S(=O)(=O)N2CCC(NC(=O)c3ccccc3)CC2)cc1,10,-4,3,-7%,1%,5%,3%
Cc1nn(-c2ccccc2)c(Cl)c1/C=N\NC(=O)c1cnccn1,-3,-9,17,-14%,-1%,18%,?
O=C(NNc1ncnc2c1cnn2-c1ccccc1)c1ccco1,9,36,?,-28%,-11%,99%[activator],2%
S=C(NCCc1c[nH]c2ccccc12)NC1CCCCC1,16,60,-37,-32%,-1%,-14%,-2%
CCN(CC(=O)NC(C)(C)C)C(=O)COc1c(Cl)cc(Cl)c2ccc(C)nc12,3,-5,?,173%[activator],-16%,82%[activator],7%
COc1ccc(CN2C3CCCC2CC(NC(=O)Nc2ccccc2)C3)cc1 (stereo not given),0,-3,-9,-19%,9%,0%,-8%
COc1ccccc1CCC(=O)N1CCN(S(=O)(=O)c2cc(C(F)(F)F)ccc2Cl)CC1,.,.,?,126%[activator],.,-7%,-22%
Cc1cccc(C)c1-n1c(SCC(=O)N2CC(=O)Nc3ccccc32)nc2ccccc2c1=O,-5,-5,?,-32%,2%,-10%,9%
CC(C)c1ccccc1NC(=O)CCCC(=O)O,-3,-2,-37,-23%,1%,7%,1%
CCCc1cc(=O)oc2c(C)c(OCC(=O)Nc3ccccn3)ccc12,32*,98*,-11,-1%,.,3%,0%
N=C1S/C(=C\c2ccc(-c3cccc(Cl)c3)o2)C(=O)N1c1nccs1,9,10,-78*,-32%,23%,71%[activator],?
OCC[C@@H]1C[C@@H](O)[C@H](O)[C@@]2(Cc3ccccc3O2)O1,-1,-9,-18,-12%,9%,6%,3%
Cc1ccc(C(=O)Oc2oc(-c3ccco3)nc2C=Nc2ccccc2)cc1,31*,89*,.,-17%,.,.,4%
COc1ccc(NS(=O)(=O)c2cccs2)cc1S(=O)(=O)N1CCOCC1,-5,-4,-36,-17%,-14%,-7%,3%
Cc1cc(C)cc(OCc2nnc(SCC(=O)OC(C)C)o2)c1,1,-9,-11,19%,3%,6%,-16%
COC(CN(C)S(=O)(=O)c1cc2c3c(c1)CCN3C(=O)CC2)OC,3,14,-15,-4%,-4%,6%,-14%

# Entries of single compounds as entered above.
# Cc1cc(C)cc(OCc2nnc(SCC(=O)OC(C)C)o2)c1 is listed as CHX counter = 1; Shiga inhibitor = -9; HCMV inh = -11; AmpC inh no detg = 19%; FBPA Giardia inh = 3%; AMA1-RON2 inh = 6%; AmpC inh detg = -16%
# N=C1S/C(=C\c2ccc(-c3cccc(Cl)c3)o2)C(=O)N1c1nccs1 is listed as CHX counter = 9; Shiga inhibitor = 10; HCMV inh = -78*; AmpC inh no detg = -32%; FBPA Giardia inh = 23%; AMA1-RON2 inh = 71%[activator]; AmpC inh detg = ?

# (listing goes on)
SMILES,CHX counter,Shiga inhibitor,HCMV inh,AmpC inh no detg,FBPA Giardia inh,AMA1-RON2 inh,AmpC inh detg
CCOC(=O)c1sc(NC(=O)c2ccc(Cl)s2)cc1C,39*,56*,10,-17%,5%,14%,?
COc1ccccc1N(CC(=O)NCCSc1ccc(Cl)cc1)S(C)(=O)=O,-4,-6,-39,109%[activator],1%,-5%,5%
CCOc1ccc(CC(=O)NCCS(=O)(=O)N2CCN(c3ccccc3)CC2)cc1,.,.,-39,?,.,-13%,?
CCc1ccc(C(=O)NC(CCSC)C(=O)OC)cc1 (stereo not given),17*,15,4,-11%,4%,8%,-23%
O=C(NC1CC1)C1CC(=O)N(c2cccc(Cl)c2)C1 (stereo not given),3,-9,1,-43%,.,0%,-3%
CCOCCCNC(=O)C(NC(=O)CNC(=O)c1ccccc1)c1ccc(C)cc1 (stereo not given),1,35,7,13%,7%,-4%,-11%
Cc1ccc(C(=O)OCC(=O)NCc2ccc(F)cc2)o1,.,.,4,-27%,.,16%,3%
CCCCn1c(=O)cc(N2CCOCC2)[nH]c1=O,-1,-6,-2,-3%,-5%,-4%,?
CCOC(=O)C1=C(C)NC(=S)NC1c1ccc(OCC(=O)N2CCCCCC2)cc1 (stereo not given),-2,-4,-1,-19%,-7%,8%,1%
CC(=O)c1cccc(NC(=O)COC(=O)c2n[nH]c3ccccc23)c1,19*,102*,8,-41%,-1%,6%,1%
CCOc1ccc(S(=O)(=O)Nc2ccc(C(=O)NN)cc2)cc1,10,35,-22,-33%,3%,53%[activator],-7%
Cc1ccc(NC(=O)COC(=O)CNC(=O)C2CCCCC2)c(Br)c1,1,-6,-33,-18%,3%,-12%,3%

# Screens (PubChem BioAssay)
